# Compound activity: PubChem, The Scripps Research Institute Molecular Screening Center
# Tn7 DDE FP = disrupts Tn7 cyclic peptide binding to fibrin D-Dimer-E complex; P02675; FP displacement of FITC-Tn7 peptide from fibrin DD(E); 0% = median of compound wells per plate; inhibition, % at 8.3 µM; actives 0.13% (n = 370,000);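 active means inhibition above the mean of compounds falling within the control limits plus 3 SD of them, cut at about 14% in these data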;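 further: 0% = plate median of compound wells and 100% = 10 µM Aha-Tn7 peptide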
#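 Also added: labelled Tn7 tracer, 0.1 µM; Assay system: human fibrin DD(E) protein; Amount: 2 µM fibrin DD(E); Schedule: 10 min compound pre-incubation, 3 h probe incubation at room temperature; Repeats: one replicate per compound; Read-out basis: percent inhibition; Measured by: fluorescence polarization of the labelled Tn7 tracer.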
# PLC-gamma1 inh = blocks human PLC-gamma1 enzyme activity. actives 0.84% (n = 370,000). purified PLC-gamma1, fluorogenic substrate, fluorescence. P19174. inhibition, % at 12.2 µM; in the data active means inhibition above about 9.5%
# SIAE primary = human SIAE inhibition, primary screen | Q9HAT2 | SIAE FP-Rh probe binding, fluorescence polarization | inhibition, % at 9.66 µM | actives 0.69% (n = 370,000) | AID 1053197;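 active means inhibition above a cutoff: mean of compounds within the control limits plus 3 SD of those, cut at about 17% in these data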;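 further: 0% = plate median of compound wells and 100% = probe without SIAE protein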
# TDP2 inh = blocks human TDP2 phosphodiesterase activity. O95551. recombinant TDP2, T5PNP hydrolysis, p-nitrophenol absorbance 415 nm. inhibition, % at 12.8 µM. actives 0.34% (n = 370,000);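 active means inhibition above the mean of all tested compounds plus 3 SD, set per campaign, cut at about 25% in these data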;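 further: 0% = DMSO with enzyme and 100% = buffer with substrate but no TDP2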
#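 Material: recombinant human TDP2; quantity: TDP2 enzyme at 120 nM final; medium: Tris-HCl pH 7.5 with MgCl2; compound: single concentration, 12.8 µM nominal, with 1% DMSO; incubation: 2 h enzyme incubation at 37 °C; signal: epi absorbance; measure: percent inhibition; benchmarks: high control without enzyme, low control DMSO plus TDP2; repeats: singlicate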
# ADAM17 inh = inhibitors of human ADAM17; inhibition, % at 6.95 µM; AID 720648; recombinant ADAM17, EDANS/DABCYL FRET peptide cleavage; P78536; actives 0.83% (n = 370,000);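 active means inhibition above the mean of compounds lying between control limits plus 3 SD, set per campaign, cut at about 8.5% in these data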;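 further: 0% = DMSO-only wells as the low control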
# PLCb3 inh = inhibitors of human phospholipase C beta3. Purified PLC-beta3, fluorogenic substrate, fluorescence. inhibition, % at 12.2 µM. actives 0.18% (n = 370,000). AID 720704; in the data active means inhibition above about 11%;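 further: 0% = median of compound wells on plate and 100% = full blocker control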
# DDE Tn6 FP inh = disrupts Tn6 cyclic peptide binding to fibrin D-Dimer-E complex | P02675 | Fibrin DD(E) TRITC-Tn6 fluorescence polarization displacement | inhibition, % at 8.3 µM | actives 0.21% (n = 370,000);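 active means inhibition above a per-campaign cutoff: mean of compounds within control limits plus 3 SD, cut at about 15% in these data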;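 further: 0% = median of all compound wells on the plate and 100% = blocking peptide control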
# ADAM10 inh = ADAM10 inhibition, QFRET primary screen | O14672 | recombinant ADAM10, EDANS/DABCYL FRET peptide cleavage, 3 h | inhibition, % at 7 µM | actives 0.62% (n = 370,000);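 active means inhibition above a per-campaign cutoff equal to the mean of compounds falling between control-based bounds plus 3 SD, cut at about 20% in these data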;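 further: 0% = DMSO wells while the 100% control is not disclosed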
# Target sequence (O14672 214-748 limits assumed): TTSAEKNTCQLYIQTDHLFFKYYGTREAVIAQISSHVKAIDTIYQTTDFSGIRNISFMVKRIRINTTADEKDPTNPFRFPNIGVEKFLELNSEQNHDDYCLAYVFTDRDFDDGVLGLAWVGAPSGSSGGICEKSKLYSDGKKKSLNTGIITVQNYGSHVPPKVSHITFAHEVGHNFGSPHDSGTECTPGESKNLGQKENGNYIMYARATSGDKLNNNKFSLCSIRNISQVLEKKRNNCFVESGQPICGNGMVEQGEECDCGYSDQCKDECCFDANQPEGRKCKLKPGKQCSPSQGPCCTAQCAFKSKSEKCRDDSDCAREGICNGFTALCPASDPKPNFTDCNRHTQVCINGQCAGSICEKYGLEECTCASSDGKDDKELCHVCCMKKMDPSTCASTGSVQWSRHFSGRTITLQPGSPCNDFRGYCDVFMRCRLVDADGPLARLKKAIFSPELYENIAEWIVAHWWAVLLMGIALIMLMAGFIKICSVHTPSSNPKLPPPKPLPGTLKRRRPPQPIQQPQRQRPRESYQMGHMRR
# ARFGAP1 inhibitor = inhibits rat ARF GTPase activating protein 1. Q62848. Arfgap1-stimulated ARF1 GTP hydrolysis, GDP FP detection. inhibition, % at 16.5 µM. actives 0.26% (n = 360,000);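 active means inhibition above a per-plate limit, mean inhibition of low control wells plus 3 SD, cut at about 25% in these data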;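 further: 0% = DMSO wells with enzyme and 100% = wells lacking Arfgap1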
#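 System: truncated rat Arfgap1 GAP domain / Medium: HEPES-based buffer, pH 7.5 / Also added: N-terminally truncated human ARF1-GTP substrate / Incubation: enzyme reaction 120 min at 25 °C after 20 min preincubation / Measured by: FP of antibody-bound GDP Alexa 633 tracer, ex 620/em 688 nm / Replicates: singlicate, each compound tested once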
# ASAP1 GAP inh = inhibitors of human ASAP1 ArfGAP activity; Q9ULH1; ASAP1-stimulated ARF1 GTP hydrolysis, GDP FP detection; actives 0.19% (n = 360,000); inhibition, % at 16.5 µM; in the data active means inhibition above about 25%;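 further: 0% = vehicle with enzyme and substrate and 100% = no enzyme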
# Target sequence (Q9ULH1 325-724 limits assumed): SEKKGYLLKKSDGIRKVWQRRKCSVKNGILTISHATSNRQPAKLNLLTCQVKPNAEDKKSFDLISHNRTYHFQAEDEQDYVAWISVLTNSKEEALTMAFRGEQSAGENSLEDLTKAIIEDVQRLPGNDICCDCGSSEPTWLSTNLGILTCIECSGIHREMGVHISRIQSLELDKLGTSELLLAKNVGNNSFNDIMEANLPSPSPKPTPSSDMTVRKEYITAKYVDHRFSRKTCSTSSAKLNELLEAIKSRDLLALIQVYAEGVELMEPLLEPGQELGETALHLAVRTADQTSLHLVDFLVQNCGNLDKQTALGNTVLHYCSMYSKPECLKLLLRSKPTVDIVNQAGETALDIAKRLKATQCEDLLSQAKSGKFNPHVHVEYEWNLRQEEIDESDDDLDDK
# Numbers without * were called inactive; i = inactive; . = no result given.
SMILES,Tn7 DDE FP,PLC-gamma1 inh,SIAE primary,TDP2 inh,ADAM17 inh,PLCb3 inh,DDE Tn6 FP inh,ADAM10 inh,ARFGAP1 inhibitor,ASAP1 GAP inh
CC1(C)CC(=O)C(C(O)c2ccccc2)C(C)(C)N1 (stereo not drawn),4,-2,0,12,-5,-7,1,-2,-3,-9
CCCC[C@H]1C2CC(OC(=O)Nc3cccc(F)c3)C(C2)[C@H]2CCCCN21 (stereo partly drawn),2,4,2,-7,2,4,-3,1,.,.
COc1ccc(N2C(=O)CC(NNC(=O)c3cccnc3)C2=O)cc1 (stereo not drawn),10,-2,7,-2,-3,-5,-11,-1,0,2
O=[N+]([O-])c1cccn2cc(-c3ccc(Br)cc3)nc12,-1,-2,-3,-13,-7,-18,8,-12,16,1
Cc1cccc(NC(=O)c2ccc(NCC3CCCO3)c([N+](=O)[O-])c2)c1 (stereo not drawn),-6,0,-2,5,0,3,-1,3,-1,-11
CCOC(=O)c1sc(N(C)C(C)=O)nc1C,-4,1,-1,9,-1,4,8,3,-5,-2
O=C(CC1S/C(=N/N=C/c2ccco2)NC1=O)Nc1cccc(Cl)c1Cl (stereo not drawn),7,2,7,-2,3,-6,-10,8,14,-14
CC(=O)c1c(C)oc2ccc(NS(=O)(=O)c3ccc(F)cc3C)cc12,0,1,2,-4,-4,-9,-3,-1,4,-2
CCN(C(=O)CSc1nnc(Cc2cccc3ccccc23)n1N)C1CCS(=O)(=O)C1 (stereo not drawn),-2,2,-2,14,-1,0,12,-9,-1,-12
O=C1OCc2cc(NC(=O)C34CC5CC(CC(C5)C3)C4)ccc21,5,3,1,-5,-1,6,-2,4,-2,-2
O=C(N/N=C/c1ccncc1)c1cc(Br)ccc1OCc1ccccc1,-4,4,-2,0,2,3,0,-1,-15,-4
O=C(c1cccs1)N1CCN(CCc2ccccc2)CC1,-9,2,0,-4,0,1,-3,3,-3,-12
O=C(c1cccnc1)N1CCN(S(=O)(=O)c2ccc(F)cc2)CC1,-5,-1,9,9,3,-7,1,2,-6,7
CCCSc1nnc(CSc2ncccn2)n1C,1,0,2,1,0,-4,1,10,-3,-3
O=C(NCc1ccc2c(c1)OCO2)C(=O)NCC1OCCCN1S(=O)(=O)c1cc(F)ccc1F (stereo not drawn),1,-6,-1,-1,1,-6,2,1,4,-3
CCC(C)[C@H](NC(=O)N1CCn2c1nc1ccccc12)C(=O)NCCc1ccccc1 (stereo partly drawn),0,9.9*,-2,-5,2,-1,2,11,-9,3
O=[N+]([O-])c1ccc(/C=[N+](\[O-])[C@@H]2CCCC[C@@H]2/[N+]([O-])=C/c2ccc([N+](=O)[O-])o2)o1,6,-17,0,5,-9,-33,-2,-20,-8,0
CCn1c(SCC(=O)Nc2ccc(OC)cc2)nc2c1c(=O)n(C)c(=O)n2C,0,1,3,0,-2,-8,0,-4,4,5
CC(C)c1nnc(NC(=O)Cc2ccccc2[N+](=O)[O-])s1,2,-1,-4,0,-1,1,12,1,-6,8
CCC(=O)NC(c1ccc([N+](=O)[O-])cc1)c1c(O)ccc2ccccc12 (stereo not drawn),-8,3,2,-9,4,1,-2,16,5,7
Cc1cccc(NC(=S)N(CCN2CCOCC2)Cc2cc3cc4c(cc3[nH]c2=O)OCCO4)c1,3,-21,1,9,-82,-32,-8,-257,-2,4
O=C(CSc1nnc(C2CC2)n1CC1CCCO1)Nc1ccc(Cl)cc1 (stereo not drawn),2,0,0,12,-1,-7,-1,2,-6,5
COc1ccc(C)cc1Nc1nc(C)nc2sc(C)cc12,2,-3,6,10,-2,-20,-2,0,0,-2
Cc1oc2cc(O)cc(C)c2c(=O)c1-c1cnn(-c2ccccc2)c1,3,-31,-34,-8,-6,-45,0,-9,12,-8
COc1ccc(S(=O)(=O)N2CCN(c3c(C)cccc3C)CC2)cc1OC,5,1,-11,-10,5,-4,4,1,-1,-8
COC(=O)c1cccc(NC(=O)CN2C(=O)c3ccccc3C2=O)c1,-2,-2,-6,-2,-7,-5,-3,-28,9,-15
CCCn1c(SCC(=O)N2c3ccccc3Sc3ccccc32)nc2ccccc21,-1,5,-5,-6,10*,5,-9,26*,-6,0
O=C(CSc1nnc(-c2ccccc2Cl)o1)Oc1ccc(Br)cc1,4,-3,6,2,-6,-3,-2,-9,3,11
COc1ccc(NS(=O)(=O)c2ccc(C(=O)N3CCN(Cc4ccccc4)CC3)cc2)cc1,-7,8,-1,0,-2,-4,-2,-3,5,6
CCOC(=O)CN(C(=O)Cn1nnc2ccccc21)C(C(=O)NCCOC)c1ccccc1C (stereo not drawn),0,1,1,10,-3,2,3,-5,-9,0
C[C@H]1Cn2cnc(C(=O)Nc3cccc(Cl)c3)c2C(=O)N1,3,-1,8,1,-1,5,6,2,-9,-6
O=C(NC1CCCCC1)c1ccc(Br)o1,-3,1,3,11,-4,1,-5,3,0,3
O=C(NCc1ccc(Cl)cc1)C(=O)NCC1OCCN1S(=O)(=O)c1ccc2c(c1)OCCO2 (stereo not drawn),9,5,-14,-8,-4,-6,-4,-2,10,10
Cc1cccc(N/C=C/C(=O)c2cccs2)c1C,4,-14,0,-3,-3,-16,-5,-6,9,3
CC(C)Oc1ccc(CNCCC2(C(C)C)CCOC(C)(C)C2)cc1 (stereo not drawn),3,-1,5,3,-4,5,-3,-2,5,2
CCOC(=O)CNC(c1ccccc1)c1cc(Br)ccc1NC(=O)OCC (stereo not drawn),6,-1,-2,-2,2,2,-5,7,-22,-19
Cn1ccc2ccc(C3=CC(=O)C[C@H](c4ccc(F)cc4)C3)cc21,-2,-89,-9,-6,7,-148,-8,2,5,0
CCOC(=O)C1CCCN(S(=O)(=O)c2cc3c(cc2Br)CCN3C(=O)CC)C1 (stereo not drawn),0,-1,2,-2,0,2,5,0,.,.
Cc1ccc(C)c(S(=O)(=O)Nc2ccc(O)cc2)c1,-2,1,-1,6,-6,0,0,-1,-7,-4
COc1ccc(/C=C/C(=O)NC(=S)NCc2ccccc2)cc1OC,1,-45,-5,2,-11,-72,4,-33,3,-5
CC1(C)Cc2c(C#N)c(SCc3nc4ccccc4[nH]3)nc(N3CCOCC3)c2CO1,1,i,6,6,-144,i,-1,-474,-5,9
CCOc1ccc(NC(=O)CN(C)C(=O)c2ccncc2)cc1OCC,5,2,-3,-7,-1,-8,-3,-4,-3,2
O=c1[nH]c(=S)[nH]c2c1C(c1ccc(Cl)cc1)OC(CCc1ccccc1)C2 (stereo not drawn),9,3,2,-5,-6,-4,-1,-5,-5,12
Cn1c(SCc2nc3ccccc3n2CCO)nc2ccccc21,8,-3,9,17,-9,-5,-6,-4,1,0
CC(=O)c1cc(CN2C(=O)CCC2=O)cs1,-3,8,5,-15,-4,0,-12,-10,2,-8
Cc1nc(C)c(Cc2ccccc2Cl)c(=O)[nH]1,-3,0,-3,3,0,0,2,-1,1,7
N#C/C(=C(/O)CSc1nnc(Cc2cccs2)n1C1CCCCC1)c1nc2ccccc2[nH]1,-1,-47,7,-11,-8,-64,-8,-15,2,-3
O=C(Cc1ncc(C(F)(F)F)cc1Cl)NNc1cccc(F)n1,6,-2,-6,-14,-6,-5,1,0,-3,1

# Part of the list above in order of SMILES length, smallest number first:
SMILES,Tn7 DDE FP,PLC-gamma1 inh,SIAE primary,TDP2 inh,ADAM17 inh,PLCb3 inh,DDE Tn6 FP inh,ADAM10 inh,ARFGAP1 inhibitor,ASAP1 GAP inh
O=C(c1cccs1)N1CCN(CCc2ccccc2)CC1,-9,2,0,-4,0,1,-3,3,-3,-12
CCOc1ccc(NC(=O)CN(C)C(=O)c2ccncc2)cc1OCC,5,2,-3,-7,-1,-8,-3,-4,-3,2
COc1ccc(N2C(=O)CC(NNC(=O)c3cccnc3)C2=O)cc1 (stereo not drawn),10,-2,7,-2,-3,-5,-11,-1,0,2
COc1ccc(S(=O)(=O)N2CCN(c3c(C)cccc3C)CC2)cc1OC,5,1,-11,-10,5,-4,4,1,-1,-8
CCOC(=O)C1CCCN(S(=O)(=O)c2cc3c(cc2Br)CCN3C(=O)CC)C1 (stereo not drawn),0,-1,2,-2,0,2,5,0,.,.
CCC(C)[C@H](NC(=O)N1CCn2c1nc1ccccc12)C(=O)NCCc1ccccc1 (stereo partly drawn),0,9.9*,-2,-5,2,-1,2,11,-9,3
Cc1cccc(NC(=S)N(CCN2CCOCC2)Cc2cc3cc4c(cc3[nH]c2=O)OCCO4)c1,3,-21,1,9,-82,-32,-8,-257,-2,4

# 2 compounds from above, showing only SIAE primary.
mol | SIAE primary
O=[N+]([O-])c1ccc(/C=[N+](\[O-])[C@@H]2CCCC[C@@H]2/[N+]([O-])=C/c2ccc([N+](=O)[O-])o2)o1 | 0
CCn1c(SCC(=O)Nc2ccc(OC)cc2)nc2c1c(=O)n(C)c(=O)n2C | 3

# Following part:
SMILES,Tn7 DDE FP,PLC-gamma1 inh,SIAE primary,TDP2 inh,ADAM17 inh,PLCb3 inh,DDE Tn6 FP inh,ADAM10 inh,ARFGAP1 inhibitor,ASAP1 GAP inh
O=C(CSc1nccn1-c1ccccc1)c1ccc(Cl)cc1,6,-1,-5,-4,-1,-2,2,9,2,-13
CCOC(=O)c1cnc(SC2CC(=O)N(c3ccc(OC)c(OC)c3)C2=O)nc1N (stereo not drawn),8,7,1,8,1,2,0,-4,4,2
FC(F)(F)c1cccc(NC(=S)OC2CCC23CCC(c2ccccc2)CC3)c1 (stereo not drawn),4,0,-9,-4,5,-3,-2,10,.,.
CS(=O)(=O)N1CCN(c2ccccc2NC(=O)CSc2ccc(Cl)cc2)CC1,8,1,1,7,-3,0,0,8,10,-4

# Structural class, the entries above containing a CF3 group
SMILES,Tn7 DDE FP,PLC-gamma1 inh,SIAE primary,TDP2 inh,ADAM17 inh,PLCb3 inh,DDE Tn6 FP inh,ADAM10 inh,ARFGAP1 inhibitor,ASAP1 GAP inh
O=C(Cc1ncc(C(F)(F)F)cc1Cl)NNc1cccc(F)n1,6,-2,-6,-14,-6,-5,1,0,-3,1
FC(F)(F)c1cccc(NC(=S)OC2CCC23CCC(c2ccccc2)CC3)c1 (stereo not drawn),4,0,-9,-4,5,-3,-2,10,.,.
